p53ts 39C tox – qHTS Screen for Compounds that Selectively Target Cancer Cells with p53 Mutations: Cytotoxicity of p53ts Cells at the Nonpermissive Temperature; 130,000 compounds, 1.5% hits; H1299-p53A138V viability at 39C, ATP luminescence, 24 h; Potency, µM (series often up to 46.1 µM), for the others: at the top dose activity change, negative = cell killing, most hits filed as cytotoxic; further: nearly all actives have a fitted effect of over 55% in size
Peg3 imprint – qHTS Assay for Compounds that Induce Erasure of Genomic Imprints; mouse ES Peg3-LacZ reporter, beta-gal luminescence, 40 h; Potency, µM (top dose mostly 60.7 µM), for inactives: at the highest dose activity change, positive = activation, usual class: activators; 110,000 compounds, 0.02% hits;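 further: 0% = negative control wells on the plate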
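Each well holds 300 Peg3LacZ-Neo (maternal) female ES cells incubated 40 h at 37C, 5% CO2. LacZ is measured by BetaGlo luminescence, with AC50 and maximum efficacy derived from dose-response curves.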
IkB sig inh – IkB Signaling. Potency, µM (doses to about 57.1 µM), without a hit: top-dose IkBa stabilization activation. 110,000 compounds, 0.04% hits. ABC-DLBCL IkBa-CBG/CBR dual luciferase ratio, 4 h; response scale: scaled: untreated 0%, proteasome inhibitor 100%; active means well fitted curve in the direction sought with a large enough effect in the signal ratio, not every such curve was filed as active; inconclusive means small, poorly fitted or top-dose-only effect, or a change in a side signal; the % refers to the signal ratio;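 further: the direction sought is a rising ratio; 0% = basal untreated cells and 100% = reference inhibitor full response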
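Curves were fitted separately to fusion (green), unfused (red) and ratio luminescence, then classed by r2, magnitude and activity. Cells: OCI-Ly3, 4 h compound plus doxycycline at 37C; 10 uM MG-132 defined full response.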
p53ts 32C tox – qHTS Screen for Compounds that Selectively Target Cancer Cells with p53 Mutations: Cytotoxicity of p53ts Cells at the Permissive Temperature; H1299-p53A138V at 32C, ATP luminescence viability, 24 h; Potency, µM (top dose mostly 46.1 µM), without a hit: at the top dose activity change, negative = cytotoxicity, most hits filed as cytotoxic; 130,000 compounds, 0.93% hits;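 further: 0% = DMSO and -100% = full killing by reference compound; nearly all actives have a fitted effect of over 55% in size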
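Viability by ATPlite luminescence after 24 h compound treatment (up to 46 uM) at the permissive 32C. Cells are H1299 carrying p53 A138V. Scale runs from DMSO basal to 100 uM tamoxifen as full kill; AC50 from Hill fits.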
Starred values were filed as active, the others as inactive; ? = inconclusive; . = no result given; & = joins results of further samples; ! = repeats disagree; [ ] = another dose, or the depositor's remark. Unless noted, the call rests on the fitted dose curve; in most records, active means well fitted curve in the direction sought with a large enough effect; inconclusive means small, poorly fitted or top-dose-only effect, or another doubt; inactive means no such curve, though single readings can be large; an effect the other way counts as inactive or inconclusive. Unless noted, on the % scale 0 is the no-effect control and ±100 the full control effect; potency means the concentration at half of the fitted maximal effect.

mol | p53ts 39C tox | Peg3 imprint | IkB sig inh | p53ts 32C tox
CC(C)(C)n1nnnc1C(c1ccncc1)N1CCCCCC1 (configuration not stated) | 7% | . | 6.0% | -11%
COc1cc(NC(=O)c2cc(C)nc3c2c(C)nn3-c2ccccc2Cl)cc(OC)c1 | -28% | 18%[10.9 µM] | ? | -15%
COc1ccc(CCn2c(=O)[nH]c3cc(C(=O)N4CCN(c5ccccc5)CC4)ccc3c2=O)cc1OC | -42% | -19%[10.9 µM] | 0.1% | -17%
COC(=O)[C@H](Cc1ccccc1)NC(=O)[C@H]1C[C@@H]1[C@H](NC(=O)OCc1ccccc1)c1ccccc1 | -13% | -5% | . | 4%
Cc1cc(N2CCN(C)CC2)nc2ccc(NC(=O)Nc3ccccc3)cc12 | ? | -5%[10.9 µM] | -0.1% | ?
Cc1ccc2c(=O)cc(C(=O)Nc3cccc(Cl)c3C)oc2c1C | 1% | -8%[10.9 µM] | 1.6% | -5%
Cc1nnc(SCC(=O)N(C)Cc2ccccc2)[nH]c1=O | -11% | 11% | -1.4% | 12%
CCOC(=O)c1nnn(CC(=O)N2N=C(c3ccccc3)CC2c2ccccc2)c1C(=O)OCC (configuration not stated) | 15% | . | . | -3%
COc1ccc(C2C(C(=O)OC3CCCCC3)=C(C)Nc3nnnn32)c(OC)c1OC (configuration not stated) | ? | -12% | 2.7% | -29%
COc1cccc(NC(=O)CCNS(=O)(=O)c2ccc3c(c2)CCCC(=O)N3)c1 | 10% | -6%[10.9 µM] | -0.8% | 3%
COc1cc(OC)cc(C(=O)NCC2CCCO2)c1 (configuration not stated) | -7% | . | . | 0%
O=C(CN1C(=O)CNC1=O)Nc1cccc(C(F)(F)F)c1 | 13% | -4% | -0.7% | 4%
Cc1cccc2c(=O)cc(CSc3ccccc3NC(=O)c3cccc(Cl)c3)[nH]c12 | -10% | 10%[10.9 µM] | -1.0% | 4%
CCc1nc(N)c(C#N)c(-c2ccc(OC)c(OC)c2)c1C | -16% | -6% | -1.0% | 5%
Cn1cnc(S(=O)(=O)N2CCC(C(=O)Nc3ccc(C#N)cc3)CC2)c1 | 4% | -7%[10.9 µM] | -0.4% | -2%
Cc1ccc(C)c2[nH]c(=O)c(CN(Cc3ccc4c(c3)OCO4)Cc3nnnn3Cc3ccco3)cc12 | -1% | -8% | ? | -7%
COc1ccc(-c2noc(-c3ccc(N4CCN(c5ccccc5)CC4)c([N+](=O)[O-])c3)n2)cc1OC | -3% | -14%[10.9 µM] | -0.4% | -10%
O=C(NCC(c1ccco1)S(=O)(=O)c1cccs1)c1ccc(C(F)(F)F)cc1 (configuration not stated) | -24% | 8%[10.9 µM] | ? | -4%
Cc1nc2nc(-c3cccnc3)nn2c(C)c1Cl | -1% | -72%[inhibitor] | 3.1% | -9%
O=C(NCCc1ccccc1)C1CC(=O)N(C2CCCCCC2)C1 (configuration not stated) | 5% | -5% | -1.5% | 2%

Some of these compounds in order of the IkB sig inh value, largest number first.
smiles,Peg3 imprint,IkB sig inh
Cn1cnc(S(=O)(=O)N2CCC(C(=O)Nc3ccc(C#N)cc3)CC2)c1,-7%[10.9 µM],-0.4%
O=C(CN1C(=O)CNC1=O)Nc1cccc(C(F)(F)F)c1,-4%,-0.7%
O=C(NCCc1ccccc1)C1CC(=O)N(C2CCCCCC2)C1 (configuration not stated),-5%,-1.5%

Other compounds follow.
mol | p53ts 39C tox | Peg3 imprint | IkB sig inh | p53ts 32C tox
Cc1ccc(Cn2c(=O)n(Cc3ccco3)c(=O)c3ccccc32)cc1 | -10% | -4% | 1.9% | 12%
O=C1CCCC2=C1C(c1ccccc1)CC(=O)N2c1ccccc1 (configuration not stated) | -1% | -11% | 1.2% | 5%
C/C(=N\NC(=O)COc1ccc(C(C)(C)C)cc1)c1ccc(OC(F)F)cc1 | 50%[activator] | . | . | ?
O=C(Nc1cccc(F)c1)c1c(F)c(F)c(F)c(F)c1F | 5% | -7% | 1.2% | -5%
O=C(Cn1ncc2c3ccccc3n(Cc3ccccc3)c2c1=O)NCc1ccccn1 | -20% | -4%[10.9 µM] | 0.6% | 2%
COC(=O)C1=C(NC(=O)c2ccc(C)cc2)CCS1 | -15% | -38%[inhibitor] | 0.7% | -5%
CCOc1ccc(-c2nnc(SCC(=O)Nc3ccc(C)cc3Cl)o2)cc1 | 14% | -5%[10.9 µM] | 0.1% | -12%
CC(C)Oc1cc2oc(=O)c3c(c2cc1Cl)CCC3 | 8% | -10% | -0.1% | 1%
CC(C)CCOC(=O)/C=C/c1ccccc1 | 4% | 0% | -2.9% | 3%[1.84 µM]
COc1ccc(C(=O)Nc2ccc(S(=O)(=O)Nc3cc(C)nc(C)n3)cc2)c(OC)c1 | 2% | -8% | 2.2% | -4%

(continued)
The line under a structure holds: p53ts 39C tox	Peg3 imprint	IkB sig inh	p53ts 32C tox
- CCN(CC(=O)NC1CCCC1)S(=O)(=O)c1ccc(C)cc1
    8%	-1%	0.8%	10%
- Cc1ccc(C(=O)NC2CCS(=O)(=O)C2)cc1S(=O)(=O)N1CCCCC1 (configuration not stated)
    0%	6%	-1.1%	8%
- Cc1ccc2ncc3c(-c4ccc(F)cc4)nn(-c4cccc(F)c4)c3c2c1
    -17%	-2%[10.9 µM]	?	-2%
- C[C@@]12C(=O)OC(=O)[C@@]1(C)[C@H]1CC[C@@H]2O1
    83%[activator]	.	4µM*!	149%[activator]
- N#Cc1ccc(CN2C(=O)c3ccccc3Sc3ccc(C(=O)OCc4ccco4)cc32)cc1
    -25%	-15%[10.9 µM]	4.7%	0%
- c1cc(CN2CCCCC2)cc(OCCCNc2nc3ccccc3s2)c1
    ?	-11%&-8%	0.3%&-8.1%	-12%&10%
- O=C(CSc1nc2ccccc2[nH]1)NCc1ccco1
    -9%	-12%	6.2%	1%
- CCC(=NC1CC(C)(C)NC(C)(C)C1)C1=C(O)CC(C)(C)CC1=O
    -3%	.	.	5%
- CCOC(=O)c1ccc(NC(=O)C2=C(C)Nc3nc(SCc4ccc(Cl)cc4)nn3C2c2ccc(C)cc2)cc1 (configuration not stated)
    -8%	9%[10.9 µM]	3.4%	-2%
- CC(C)Cc1ccc(S(=O)(=O)N2CCN(C(=O)c3ccco3)CC2)cc1
    1%	-17%	?	-5%
- Cc1ccc(-n2c3c(cc(C(=O)Nc4cccc(C)n4)c2=O)C(=O)CCC3)cc1
    1%	-5%	2.4%	-4%
- COc1ccc(-c2noc(-c3ccc(NC4CCCC4)c([N+](=O)[O-])c3)n2)cc1OC
    -20%	-9%[10.9 µM]	-0.8%	-20%
- CCC(C)NC(=O)C1CCC(=O)N(c2ccc3c(c2)OCO3)C1c1ccc(OC)cc1 (configuration not stated)
    5%	3%	3.8%	-8%
- CCCCCCC(=O)Nc1nnc(CC)s1
    -2%	.	.	-9%
- NC(=O)c1c(NC(=O)CN2CCOCC2)sc2c1CCC2
    6%	-9%	-0.1%	-5%
- Cn1nc(C(=O)N2CCN(c3ccccc3)CC2)c2c1-c1ccccc1SC2
    15%	-13%[10.9 µM]	2.7%	22%
- CN(CCNC(=O)c1cn(C)c2ccc(S(=O)(=O)N(C)C)cc2c1=O)CCc1ccccc1
    3%	-9%	-1.2%	-4%
- CCC(NS(=O)(=O)c1ccc(C)cc1)C(=O)O (configuration not stated)
    11%	-9%	0.9%	-1%
- N/N=C1/c2ccccc2N[C@H]1OC(=O)Nc1ccccc1
    6%[9.22 µM]	-23%[10.9 µM]	13%[11.4 µM]	-4%[9.22 µM]
- COc1ccccc1C(=O)n1nc(C)cc1C
    -5%	3%	0.6%	-7%
- Oc1oc(-c2cccc3ccccc23)nc1/C=N/c1nccs1
    -5%	.	.	-10%
- COc1cc(C2CC(=O)Nc3cc4c(cc32)OCO4)cc(OC)c1O (configuration not stated)
    9%	-7%[10.9 µM]	-0.7%	4%
- COc1cccc(CNC(=O)c2c3c(nc4ccccc24)C(=O)N(C2CCCCC2)C3)c1
    5%	-9%[10.9 µM]	?	-4%
- Clc1ccc(-c2noc3ncnc(NCCCN4CCN(c5ccccc5)CC4)c23)cc1
    -2%	-4%[10.9 µM]	?	6%
- Cc1cc(C)c2nc(N)sc2c1
    -11%	-21%	0.8%	-1%
- COc1ccc(C)cc1NC(=O)Cn1c(=O)n(Cc2nc(C)no2)c(=O)c2ccccc21
    4%	12%[10.9 µM]	-1.6%	5%
- COc1cccc(=O)c2c(C)oc(C)c12
    3%	0%	-0.8%	4%
- Cc1ccc(NC(=O)c2ccc3snnc3c2)cc1C
    ?	-11%[10.9 µM]	1.2%	-21%
- CCOC(=O)Cc1csc2nc3sc(C)c(C)c3c(=O)n12
    7%	22%	-0.5%	8%
- Cn1ncc2c(NCc3ccccc3Cl)nc(NCCO)nc21
    -8%	-7%[10.9 µM]	1.2%	2%
- Cc1ccccc1CSCCNC(=O)CN(c1ccccc1)S(=O)(=O)N(C)C
    -2%	1%[10.9 µM]	?	7%
- CCOc1cccc(C(=O)N(Cc2ccco2)C2CCS(=O)(=O)C2)c1 (configuration not stated)
    -2%	2%	0.7%	6%
- O=C(Nc1cccc2c1[nH]c1ccccc12)C(F)(F)F
    -12%	.	.	?
- CCCNS(=O)(=O)c1ccc(OCC(=O)NCCCOC)cc1
    -1%	0%	1.0%	5%
- CCC(=O)N1CCN(c2ccc(NC(=O)c3ccc4c(c3)OCO4)cc2)CC1
    0%	.	7.2%	-12%
- COc1cc2ccccc2cc1C(=O)Nc1cccnc1
    -19%	-1%	-1.7%	-20%
- Cc1cccc(NC(=O)C2SC(=Nc3c(C)cccc3C)C(C(=O)N3CCOCC3)=C2N)c1 (configuration not stated)
    -5%	.	.	31%[activator]
- O=C(CC1N=C2c3ccccc3N=C(SCc3ccccc3Cl)N2C1=O)NCc1cccs1 (configuration not stated)
    -2%	-11%[10.9 µM]	?	13%
- O=C(Nc1nc(-c2ccc(Br)cc2)ns1)c1ccc(F)cc1
    -8%	-12%[10.9 µM]	-0.2%	-11%
- Cc1ccccc1-c1cncnc1NCCN1CCOCC1
    -4%	-24%	1.6%[11.4 µM]	3%
- CC(C)Cn1nc(NS(=O)(=O)c2ccccc2)c2cc3ccccc3nc21
    ?	-62%[inhibitor]	-3.4%	?
- O[C@H](CN1CCN(c2cccc(Cl)c2)CC1)C(c1ccccc1)c1ccccc1
    -13%&-13%	-12%	?	3%&3%
- COc1ccc(NCc2nnc(SCC(=O)NCc3ccccc3)n2-c2ccccc2OC)cc1
    24%	.	.	-1%
- CCOC(=O)c1ccc(Nc2nc3ccccc3nc2NS(=O)(=O)c2ccc(Cl)cc2)cc1
    0%	-9%[10.9 µM]	?	-12%
- CCc1ccccc1NC(=O)C(C)n1c(=O)cc(C)c2c(C)nn(-c3ccccc3)c21 (configuration not stated)
    -18%	-7%[10.9 µM]	0.6%	3%

Structures listed so far marked active in IkB sig inh.
| SMILES | Peg3 imprint | IkB sig inh |
| --- | --- | --- |
| C[C@@]12C(=O)OC(=O)[C@@]1(C)[C@H]1CC[C@@H]2O1 | . | 4µM*! |

Continued.
The line under a structure holds: p53ts 39C tox	Peg3 imprint	IkB sig inh	p53ts 32C tox
- CSCCC(NC(=O)c1ccc(C)o1)C(=O)O (configuration not stated)
    10%	.	-12%	-4%
- NC(=O)C1CCN(C(=O)c2ccco2)CC1
    13%	.	.	-3%
- CCOC(=O)c1ccc(-n2c(CCC(=O)O)ccc2-c2ccc(Br)cc2)cc1
    -13%	-9%[10.9 µM]	?	-4%
- COc1ccc(Cn2nnnc2C(c2cccnc2)N2CCN(c3ccc(O)cc3)CC2)cc1 (configuration not stated)
    -12%	-15%	-1.2%	3%
- O=C(C1CCCN(S(=O)(=O)c2cccnc2)C1)N1CCN(c2ccccn2)CC1 (configuration not stated)
    -1%	8%	-1.5%	0%
